# miR122 inh = miR-122 Renilla sensor signal increase in Huh7, primary screen, miR-122 inhibitor project, cell-based, single point, plate reader | Huh7 miR-122 Renilla luciferase sensor, 48 h; neutral wells = 0, positive control = 100 | activation (reporter increase), % at 12.5 µM | 340,000 tested, 0.3% active;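 active means mean replicate activation score at least 90 and every replicate individually at or above 90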;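 further: higher luciferase means less miR-122 activity so hits act as miR-122 inhibitors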
# C2C12 statin = suppressors of statin myotoxicity in C2C12 myotubes, primary screen, cell-based, single point, plate reader. rescue of ATP level, % at 7.49 µM. 330,000 tested, 0.78% active. AID 602340, 2012. C2C12 myotubes + simvastatin, ATP luminescence, 48 h; scaled: DMSO 0, geranylgeraniol control 100;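 active means mean ATP rescue above about 67%, or every replicate alone reaching that limit, limit read from the data, passing the limit was not always enough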;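 further: myotubes were challenged with 10 µM simvastatin during compound exposure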
# FN deposit inh = inhibitors of fibronectin matrix deposition, primary screen, AH1F cells, Alexa488-fibronectin fluorescence, plate reader. AH1F fibroblasts, overnight. inhibition, % at 12.6 µM. 350,000 tested, 0.086% active;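 active means mean inhibition across replicates of 30% or more, regardless of how many single replicates reach that level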;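 further: positive control wells lacked labelled fibronectin entirely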
#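 Material: AH1F fibroblast monolayer depositing Alexa488-labelled fibronectin into matrix | Input: 10000 AH1F cells/well | Medium: DMEM plus 2% serum, read in PBS | Reagent: Alexa488-fibronectin, 24 nM final in well | Compound dosing: One dose per compound, pinned | Schedule: 1 h adhesion, overnight exposure | Measured by: Fluorescence at 485 nm excitation, 525 nm emission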
# PGC1a acetyl inh = inhibitors of PGC1a acetylation signal, primary screen, cell-based, U2OS, AlphaScreen, inhibitor mode; AlphaScreen anti-acetyl-lysine; with virally co-expressed GCN5 acetyltransferase; inhibition, % at 15.6 µM; 350,000 tested, 0.17% active; AID 651687, 2012;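 active means every replicate shows inhibition of at least 40%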;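 further: 0% = neutral control wells and 100% = positive control wells; some results beyond the cut were filed as inactive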
# F508del corr = F508del CFTR correction, initial screen, CFBE line, single point; CFBE cells, YFP halide quenching; stimulated with forskolin plus potentiator P3; % fluorescence drop versus neutral controls; activity (quench increase), % at 7.58 µM; 350,000 tested, 0.36% active; AID 720511, 2013;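 active means mean added fluorescence quench of at least 8% versus neutral control, with both replicates also reaching 8%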;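 further: cells transiently co-express mutant CFTR-F508del with the halide-sensitive YFP; corrector assay measuring rescue of mutant channel to the surface after 24 h compound exposure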
# GSIS activator = GLuc luminescence reporter in INS-1E cells, primary screen for activators of glucose-dependent secretion of insulin | INS-1E GLuc reporter insulin secretion, 2-3 h | activation, % at 16.6 µM | 370,000 tested, 0.61% active | AID 743287, 2014;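 active means lowest replicate activation of at least 40%, so every replicate reaches that level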;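 further: 0% = median of neutral control wells and 100% = median of IBMX positive control wells; some compounds called inactive have numbers as strong as hits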
# PglD inh = C. jejuni PglD acetyltransferase inhibitors, primary screen, biochemical, DTNB colorimetric, single point; UDP-N-acetylbacillosamine N-acetyltransferase PglD (Campylobacter jejuni); purified PglD enzyme, DTNB colorimetric CoA detection; inhibition, % at 12.5 µM; 360,000 tested, 0.098% active; AID 602405, 2012; in the data active means inhibition above about 16%, passing the limit was not always enough; further: strong numbers were not always called active
# Cneo AK release = Cryptococcus neoformans cell lysis inducers, primary screen, AK release luminescence, single concentration; C. neoformans lysis, adenylate kinase release luminescence, 4 h; normalised: neutral wells 0, clomiphene wells 100; lysis activity, % at 15 µM; 360,000 tested, 0.2% active; AID 651654, 2012;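 active means mean lysis activity across replicates of at least 80%, whatever share of replicates individually reach that level; inactive means mean lysis activity below 80%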
#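 Signal: Adenylate kinase release luminescence | Assay system: Log-phase Cryptococcus neoformans yeast cells | Input: Cells at 5 × 10^6 per mL | Buffer or medium: Fresh YPD growth medium | Compound: Single dose | Schedule: Static 4 h at 37 °C with compound, 1 h detection | Controls: Clomiphene | Read-out: Luminescence rise reflecting yeast cell lysis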
# Active calls of the source: *; · = not tested or not shown; [ ] = dose if it differs, or a comment.
1) C[C@]12C(=O)N(c3ccc(F)cc3)C(=O)N1[C@@H]1c3ccccc3OC[C@@H]1[C@H]2c1ccccc1
2) N#C[C@@H]1[C@@H](c2ccccc2)[C@@H](CO)N1C(=O)c1ccc2c(c1)OCO2
3) COc1ccc(CN(C)C[C@H]2Oc3ccc(NC(=O)Nc4c(C)noc4C)cc3CC(=O)N([C@H](C)CO)C[C@@H]2C)cc1
4) O=C(Nc1ccc(F)cc1)N[C@H]1CC[C@@H](CCn2cc(-c3ccccc3F)nn2)O[C@@H]1CO
5) Brc1ccc(C2C3=C(Nc4ncnn42)c2ccccc2OC3c2ccncc2)cc1 (stereo unspecified)
6) CN(C)c1nc2c(N)ncnc2n1C1OC(CO)C(O)C1O (stereo unspecified)
7) Cn1c(=O)[nH]c(=O)c2c1ncn2CCN1CCCCC1
8) CCCNC(=O)N[C@@H]1CC[C@H](CCn2cc(C3CCCC3)nn2)O[C@H]1CO

entry no.	1	2	3	4	5	6	7	8
miR122 inh	-8	·	·	·	-2	·	-7	·
C2C12 statin	2	-5	·	1	·	5	-6	15
FN deposit inh	4	-1	-2	-2	1	-5	·	0
PGC1a acetyl inh	·	8	3	20	-6	9	6	-1
F508del corr	-0.3	-0.9	1.1	-2.1	·	0.6	·	-1.6
GSIS activator	-8	-11	8	-4	·	12	·	24
PglD inh	-2	-2	·	0	-6	-1	-2	-1
Cneo AK release	-1	·	·	-2	-3	-2	-8	6

9) CCOC(=O)N1CCN(C(=O)CNC(=O)c2nn(-c3ccc(OC)c(OC)c3)c(=O)c3ccccc23)CC1
10) Nc1nc(NC(=O)CCC(=O)O)nn1-c1ccccc1
11) C[C@@H]1CN([C@H](C)CO)C(=O)c2cc(NS(=O)(=O)c3cccs3)ccc2O[C@H]1CN(C)C(=O)Nc1ccc2c(c1)OCO2
12) Cc1ccc(S(=O)(=O)c2cc3c(=O)n4cccc(C)c4nc3n(C3CCCCC3)c2=N)cc1
13) CCOC(=O)c1oc2nc(C(C)C)c3c(c2c1N)CC(C)(C)OC3
14) C[C@H]1CN([C@@H](C)CO)C(=O)Cc2cc(NS(=O)(=O)c3cn(C)cn3)ccc2O[C@H]1CN(C)C(=O)Nc1cccc2ccccc12
15) CCCCN1C(=O)C(=O)N(CC(=O)Nc2cccc(C(C)=O)c2)C1=O
16) O=C(NC1CCCC1)c1ccc(Cn2c(=O)[nH]c3ccsc3c2=O)cc1

entry no.	9	10	11	12	13	14	15	16
miR122 inh	-1	-5	-3[16.7 µM]	10	0	4[16.7 µM]	-7	·
C2C12 statin	-37	-4	-33	-4	-1	-1	22	·
FN deposit inh	-1	·	-3	·	21	·	0	9
PGC1a acetyl inh	-3	-2	-3	·	1	6	4	5
F508del corr	3.1	1.5	0.5	·	·	0.7	0.0	-0.5
GSIS activator	-8	19	4	·	·	-5	15	1
PglD inh	2	-5	-3	2	-4	2	-1	·
Cneo AK release	1	-4	-3	4	-2	-3	3	·

# Profiles from above.
# CCCCN1C(=O)C(=O)N(CC(=O)Nc2cccc(C(C)=O)c2)C1=O as listed: miR122 inh: -7; C2C12 statin: 22; FN deposit inh: 0; PGC1a acetyl inh: 4; F508del corr: 0.0; GSIS activator: 15; PglD inh: -1; Cneo AK release: 3
# CN(C)c1nc2c(N)ncnc2n1C1OC(CO)C(O)C1O (stereo unspecified) as listed: miR122 inh: ·; C2C12 statin: 5; FN deposit inh: -5; PGC1a acetyl inh: 9; F508del corr: 0.6; GSIS activator: 12; PglD inh: -1; Cneo AK release: -2

# Continuation:
17) O=S(=O)(Nc1cccc2cn[nH]c12)c1ccc(F)cc1
18) CSc1ccccc1NC(=O)c1onc(C)c1Cl
19) CCCC(=O)c1ccc(N2CCOCC2)c(F)c1
20) COc1ccc(CNc2nc3nc(C)c(Cl)c(=O)n3[nH]2)cc1
21) CCCC[n+]1c2ccccc2cc2ccccc21
22) C=CCSc1nnc2nc3c(nn12)c1cc(C)ccc1n3CC=C
23) Cc1ccc(S(=O)(=O)NOCc2ccccc2)cc1
24) Cc1cc(=O)n2c(n1)NC(=NCc1ccccc1)NC2c1ccccc1 (stereo unspecified)

entry no.	17	18	19	20	21	22	23	24
miR122 inh	11	1	-5	1	·	3	59	-6
C2C12 statin	3	9	-2	-7	-57	1	4	13
FN deposit inh	·	-2	·	10	-11	-13	-2	2
PGC1a acetyl inh	4	-16	5	-1	·	-4	-6	-2
F508del corr	·	1.5	·	-1.9	0.7	·	3.4	1.6
GSIS activator	1	14	·	11	22	·	3	·
PglD inh	0	1	3	-2	-4	-3	-2	-1
Cneo AK release	-4	0	-4	-7	1	2	2	6

25) COc1ccccc1CNC(=O)C1(NC(=O)Nc2ccc(C)cc2)CCCCC1
26) COc1cc2[nH]c(C(=O)N3CCc4ccccc43)cc2c(OC)c1OC
27) O=C(CN1CCN(C(=O)c2ccccc2F)CC1)Nc1ccc(Br)cc1
28) Cc1ccc(NC(=O)NN2CCN(C)CC2)cc1C
29) COC(=O)C[C@H]1CC[C@H]2[C@@H](COC[C@@H](O)CN2CCC(F)(F)F)O1
30) Cc1cnc(C(=O)Nc2ccc(C)c(S(=O)(=O)N(C)C)c2)cn1
31) Cc1nn(CCCC(=O)NCCCN2CCN(C)CC2)c(=O)c2c1sc1ccccc12
32) CCN1[C@@H]2Cn3c(ccc(-c4cccnc4)c3=O)[C@H]1[C@@H](C(=O)NCc1ccccc1)[C@@H]2CO

entry no.	25	26	27	28	29	30	31	32
miR122 inh	2	1	-5	-2	6[16.7 µM]	-5	-7	2[16.7 µM]
C2C12 statin	6	-20	-10	0	-26	·	-8	15
FN deposit inh	-1	-7	·	-2	3	4	-1	·
PGC1a acetyl inh	·	4	-8	·	1	3	-7	-6
F508del corr	-2.0	5.7	·	3.4	3.5	0.2	-3.5	-0.4
GSIS activator	-21	3	·	1	-7	8	28	10
PglD inh	-10	5	-4	1	0	2	-1	-3
Cneo AK release	0	-2	1	-4	1	2	2	2

33) C[C@@H]1CCCCO[C@H](CN(C)Cc2ccc3c(c2)OCO3)[C@H](C)CN([C@H](C)CO)C(=O)c2cc(NC(=O)NC3CCCCC3)ccc2O1
34) Cc1ccccc1S(=O)(=O)NCC[C@@H]1CC[C@@H](NC(=O)Nc2cccc(Cl)c2)[C@H](CO)O1
35) COc1ccc(OC)c(N(CC(=O)NCc2ccccn2)S(C)(=O)=O)c1
36) COc1ccc(N2CCN(C(=O)COC(=O)COc3cc(C)cc(C)c3)CC2)cc1
37) CC(C)c1ccc(NC(=O)CN2C(=O)NC3(CCCCCCC3)C2=O)cc1
38) O=C(C[C@@H]1C[C@H]2c3cc(NC(=O)CC4CC4)ccc3O[C@H]2[C@@H](CO)O1)NCc1cc(F)ccc1F
39) Cc1ccc(S(=O)(=O)Nc2ccc3c(c2)C(=O)N([C@@H](C)CO)C[C@@H](C)[C@H](CN(C)CC2CC2)O3)cc1
40) COc1ccc(C2C(C(C)=O)=C(O)C(=O)N2c2nccs2)cc1 (stereo unspecified)

entry no.	33	34	35	36	37	38	39	40
miR122 inh	-4[16.7 µM]	39[16.7 µM]	2	2	2	-3[16.7 µM]	-2[16.7 µM]	-8
C2C12 statin	·	-60	3	·	-4	0	-7	-24
FN deposit inh	·	-8	3	4	-1	-13	-6	·
PGC1a acetyl inh	-9	9	1	9	·	-6	-2	-10
F508del corr	-0.4	0.5	·	-2.0	9.5*	-2.4	0.1	·
GSIS activator	-33	-17	·	-8	·	7	9	-18
PglD inh	1	5	3	·	-4	0	-2	4
Cneo AK release	56	-3	-1	·	0	-3	-4	-9

# Individual results from the entries so far.
# COc1ccc(OC)c(N(CC(=O)NCc2ccccn2)S(C)(=O)=O)c1 @ Cneo AK release: -1
# COc1ccc(N2CCN(C(=O)COC(=O)COc3cc(C)cc(C)c3)CC2)cc1 @ PGC1a acetyl inh: 9
# Cc1ccc(S(=O)(=O)Nc2ccc3c(c2)C(=O)N([C@@H](C)CO)C[C@@H](C)[C@H](CN(C)CC2CC2)O3)cc1 @ F508del corr: 0.1
# CC(C)c1ccc(NC(=O)CN2C(=O)NC3(CCCCCCC3)C2=O)cc1 @ C2C12 statin: -4
# O=C(C[C@@H]1C[C@H]2c3cc(NC(=O)CC4CC4)ccc3O[C@H]2[C@@H](CO)O1)NCc1cc(F)ccc1F @ C2C12 statin: 0
# COc1ccc(C2C(C(C)=O)=C(O)C(=O)N2c2nccs2)cc1 (stereo unspecified) @ PGC1a acetyl inh: -10
# C[C@@H]1CCCCO[C@H](CN(C)Cc2ccc3c(c2)OCO3)[C@H](C)CN([C@H](C)CO)C(=O)c2cc(NC(=O)NC3CCCCC3)ccc2O1 @ miR122 inh: -4[16.7 µM]

# (listing goes on)
41) CCCCC(c1nnnn1CC1CCCO1)N1CCN(c2nc3ccccc3s2)CC1 (stereo unspecified)
42) Cc1ccc(NC(=O)Nc2ccc3c(c2)C(=O)N(C)[C@@H]2CC[C@@H](CC(=O)NCC(F)(F)F)O[C@H]2CO3)cc1
43) CCOc1ccc(C(=O)NC2CCN(CC(=O)NCc3cccs3)CC2)cc1
44) O=C(CNC(=O)c1cccs1)N/N=C/c1ccco1
45) COc1ccc(NC(=O)N(C)C[C@H]2OCCCC[C@@H](C)Oc3ccc(NS(C)(=O)=O)cc3C(=O)N([C@H](C)CO)C[C@@H]2C)cc1
46) C[C@@H]1CN([C@@H](C)CO)C(=O)c2cc(NS(=O)(=O)c3ccc(F)cc3)ccc2O[C@@H](C)CCCCO[C@@H]1CN(C)C(=O)c1ccccc1
47) COc1ccc(OC)c(NC(=O)c2c(NC(=O)CNCc3ccco3)sc3c2CCC3)c1
48) O=C(NCc1ccccc1)c1cc(C2COCCN2C(=O)CCc2ccccc2)on1 (stereo unspecified)
49) COc1ccc(NC(=O)N(C)C[C@H]2OCCCC[C@H](C)Oc3ccc(NC(=O)C4CCCCC4)cc3C(=O)N([C@@H](C)CO)C[C@H]2C)cc1
50) C[C@@H]1CN([C@H](C)CO)C(=O)c2cc(/C=C/c3ccccc3)cnc2O[C@H]1CN(C)Cc1ccccc1
51) COc1ccc(OC)c(CN2CCN(C(=O)c3cccc4ccccc34)CC2)c1

entry no.	41	42	43	44	45	46	47	48	49	50	51
miR122 inh	14	·	·	12	3[16.7 µM]	2[16.7 µM]	1	-5	6[16.7 µM]	0[16.7 µM]	0
C2C12 statin	7	9	·	-1	·	·	-17	-4	·	9	6
FN deposit inh	·	-6	-1	-4	·	·	·	2	·	12	·
PGC1a acetyl inh	-14	·	10	·	-1	-7	-6	2	-13	-48	9
F508del corr	·	·	-2.8	-2.2	0.4	1.1	·	-0.9	1.8	-1.4	·
GSIS activator	·	1	0	10	13	-5	·	·	0	-15	-7
PglD inh	-1	0	·	·	-1	-6	2	1	-2	-2	-1
Cneo AK release	2	-4	·	·	3	-3	-2	-1	-2	8	1
